Screens (PubChem)
rTrxR1 inhibitor = inhibitors of rat thioredoxin reductase 1 | O89049 | recombinant rTrxR1, NADPH fluorescence consumption, selenite substrate | Potency, µM (titrated, usually from 114 µM), for the others: at the top dose activity change, negative = inhibition, usual class: inhibitors | actives 1% (n = 390,000) | AID 588453; note: potency is the fitted concentration of half-maximal effect; % is set by controls: 0 for no effect and ±100 for the full control effect; nearly all actives have a fitted effect of over 65% in size
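Rat TrxR1 (90 nM in the dispensed reagent) was pre-reduced with 400 uM NADPH for 5 min at room temperature, then incubated with compound for 15 min. After 400 uM selenite was added, NADPH fluorescence (Ex 340/Em 450 nm) was followed for 8 min.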
D2 antag = antagonizes the human D2 dopamine receptor; P14416; HEK293 TREx D2 cells, calcium flux, dopamine EC80; inhibition, % at 10 µM; actives 2% (n = 340,000); in the data active = inhibition above about 30%; note: 0% is about no effect
Target sequence (P14416 whole entry, looked up): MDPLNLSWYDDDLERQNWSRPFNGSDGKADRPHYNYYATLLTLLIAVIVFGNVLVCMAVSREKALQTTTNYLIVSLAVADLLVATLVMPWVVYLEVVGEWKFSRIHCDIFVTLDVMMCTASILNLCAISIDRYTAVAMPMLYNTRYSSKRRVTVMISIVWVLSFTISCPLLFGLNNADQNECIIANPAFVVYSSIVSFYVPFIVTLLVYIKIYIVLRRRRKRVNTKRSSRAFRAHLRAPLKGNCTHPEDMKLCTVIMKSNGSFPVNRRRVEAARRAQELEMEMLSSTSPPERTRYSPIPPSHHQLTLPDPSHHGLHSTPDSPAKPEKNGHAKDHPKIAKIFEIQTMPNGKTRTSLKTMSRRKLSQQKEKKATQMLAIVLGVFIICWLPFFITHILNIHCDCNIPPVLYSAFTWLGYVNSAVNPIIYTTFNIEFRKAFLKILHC
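Inhibition of EC80 dopamine-driven calcium flux, recorded kinetically, defines activity here; cells are a tetracycline-induced HEK293 T-REx line expressing force-coupled D2.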
TRHR agonist = agonists of human TRH receptor; TRHR cells, calcium flux fluo-8, FDSS agonist mode; activation, % at 2 µM; actives 0.18% (n = 360,000); in the data active = activation above about 30%; note: 0% is about no effect
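TRHR-expressing cells loaded with fluo-8 calcium dye; 23 nL library compound pin-transferred, kinetic FDSS fluorescence (Ex 480/Em 530) recorded about 180 s for agonist-induced calcium release, before a 10 nM TRH EC20 addition for potentiator mode.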
Pin1 inhibitor = inhibitors of human Pin1 | actives 0.009% (n = 390,000) | Potency, µM (highest dose often 115 µM), without a hit: top-dose activity, negative = inhibition, hits mostly inhibitors | Q13526 | Pin1 FP peptide displacement, HiFluor488, 10 min; active = well fitted inhibition curve with a large enough effect in the polarisation, with a control signal flat, not every such curve was filed as active; inconclusive = small, poorly fitted or top-dose-only effect, or effect the other way, or a change in a side signal; inactive = no such curve, though single readings can be large or run the other way; the % refers to the polarisation; note: potency is the fitted concentration of half-maximal effect; % is set by controls: 0 for no effect and ±100 for the full control effect
Target sequence (Q13526 whole entry, looked up): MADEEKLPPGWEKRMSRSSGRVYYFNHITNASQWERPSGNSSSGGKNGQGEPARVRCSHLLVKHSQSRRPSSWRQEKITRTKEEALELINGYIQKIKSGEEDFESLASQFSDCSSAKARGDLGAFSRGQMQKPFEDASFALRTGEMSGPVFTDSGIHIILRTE
TrxR1 substrate = substrates of rat thioredoxin reductase 1; actives 0.01% (n = 390,000); Potency, µM (highest dose often 114 µM), without a hit: at the highest dose activity change, negative = substrate turnover; purified TrxR1 substrate turnover, NADPH consumption readout; AID 588456; note: potency is the fitted concentration of half-maximal effect; % is set by controls: 0 for no effect and ±100 for the full control effect; nearly all actives have a fitted effect of over 50% in size
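Rat TrxR1, dispensed at 90 nM, was prereduced with 400 uM NADPH (final) for 5 min at ~22 deg C, then incubated with compound 15 min before 400 uM selenite. A first-read NADPH fluorescence drop versus no-compound background flagged substrates.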
USP1 inh = blocks the human USP1/UAF1 deubiquitinase complex | O94782 | recombinant USP1/UAF1, Ub-Rhodamine cleavage fluorescence | Potency, µM (highest dose often 57.1 µM), for inactives: top-dose activity change, negative = inhibition, actives largely listed as inhibitors | actives 0.23% (n = 390,000) | AID 743255; note: potency is the fitted concentration of half-maximal effect; % is set by controls: 0 for no effect and ±100 for the full control effect; nearly all actives have a fitted effect of over 60% in size; inactives centre near -12
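USP1/UAF1 complex (1 nM) preincubated 15 min at room temperature with compound, then Ub-Rho substrate (150 nM final) added. Kinetic fluorescence at 480/540 nm over 6 reads at 60 s intervals; 50 mM HEPES pH 7.8, 0.5 mM EDTA, 0.1 mg/ml BSA, 1 mM TCEP, 0.01% Tween-20.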
TRHR PAM = allosteric enhancers of human TRH receptor; P34981; TRHR cells, fluo-8 calcium fluorescence, EC20 TRH enhancement; enhancement, % at 2 µM; actives 0.66% (n = 360,000); AID 493056; in the data active = enhancement above about 30%; note: 0% is about no effect
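Enhancer read-out: after compound pinning and an initial kinetic agonist-mode read, an EC20 of TRH (10 nM final) was injected and fluo-8 calcium signal (Ex 480/Em 530) followed at 1 s/cycle for 100 cycles in TRHR-expressing cells.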
IDH1 R132H inh = human IDH1 R132H inhibition; AID 602179; Potency, µM (highest dose often 76.6 µM), for inactives: at the top dose activity change, negative = inhibition, hits mostly inhibitors; actives 0.093% (n = 390,000); IDH1-R132H enzyme, NADPH consumption, diaphorase/resazurin fluorescence; O75874; note: potency is the fitted concentration of half-maximal effect; % is set by controls: 0 for no effect and ±100 for the full control effect; nearly all actives have a fitted effect of over 65% in size
Target sequence (O75874 whole entry R132H, stated change not applied): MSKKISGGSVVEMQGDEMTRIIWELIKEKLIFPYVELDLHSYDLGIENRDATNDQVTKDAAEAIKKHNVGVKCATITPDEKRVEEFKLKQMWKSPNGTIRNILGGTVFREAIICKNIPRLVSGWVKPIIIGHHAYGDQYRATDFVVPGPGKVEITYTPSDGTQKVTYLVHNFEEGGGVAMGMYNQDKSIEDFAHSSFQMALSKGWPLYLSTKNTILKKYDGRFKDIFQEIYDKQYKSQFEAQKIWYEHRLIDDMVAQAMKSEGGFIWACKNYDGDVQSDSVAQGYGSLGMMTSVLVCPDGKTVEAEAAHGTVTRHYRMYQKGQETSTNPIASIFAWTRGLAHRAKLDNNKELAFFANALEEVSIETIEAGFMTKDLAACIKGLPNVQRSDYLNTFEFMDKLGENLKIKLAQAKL
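IDH1-R132H (0.5 ug/mL dispensed) in pH 7.5 Tris buffer was preincubated 30 min with compound, then given a substrate mix of 0.016 mM NADPH and 2 mM alpha-KG for 80 min at room temperature; remaining NADPH was read by diaphorase/resazurin fluorescence.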
D2 agonist = agonists of human D2 dopamine receptor | P14416 | HEK293 T-REx D2 cells, calcium flux agonist mode | activation, % at 2 µM | actives 0.53% (n = 340,000);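 active = activation over 3 SD above normal in the single-dose calcium agonist read, cut at about 30% in these data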; note: 0% is about no effect
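HEK293 Trex D2 cells, tetracycline-induced, o/n 30 C 5% CO2; no-wash Ca dye, RT 30–90 min; 10-cycle baseline, 23 nl cpd added, kinetic Ca read 180 s; agonist hits = positive Ca response.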
* = called active by the depositor; ? = inconclusive; nt = not tested or not shown; [ ] = another dose, or the depositor's remark. Unless noted, calls come from the whole dose curve; as a rule, active = well fitted inhibition curve with a large enough effect; inconclusive = small, poorly fitted or top-dose-only effect; inactive = no such curve, though single readings can be large or run the other way. This is a subset. The share of hits here may be higher or lower than overall.

entry	canonical_smiles	rTrxR1 inhibitor	D2 antag	TRHR agonist	Pin1 inhibitor	TrxR1 substrate	USP1 inh	TRHR PAM	IDH1 R132H inh	D2 agonist
1	CN(C)C(=O)OCc1c(-c2ccccc2)ncc2ccccc12	18%[57.1 µM]	nt	-0.9	2%	-13%	11%	15	-2%	nt
2	CC1=C(C)CC2C(C1)C(=O)c1ccc(Br)cc1S2(=O)=O (stereo unspecified)	13%	12	-0.6	-1%	0%	-21%	-2	?	0.1
3	O=c1ccc(-c2ccc(S(=O)(=O)NCC3CCN(Cc4cccc(F)c4)CC3)s2)n[nH]1	-4%	nt	0.3	17%	-5%	-6%	1	-12%	nt
4	CCOC(=O)C1C(c2ccccc2)N(C)OC1(O)C(F)(F)F (stereo unspecified)	-3%	-7	-0.6	-1%	-4%	-18%	-5	0%	-0.3
5	COc1cccc(CNc2ccc(F)c(Cl)c2)c1O	10%	-7	2.5	1%	3%	-9%	-1	8%	2.3
6	O=C(Cn1nnc2ccccc21)N1CCCCC1	14%	-2	0.4	0%	6%	-24%	13	4%	0.2
7	Cn1cc(C(=O)N/N=C/c2cccs2)c2ccccc21	-8%[57.1 µM]	-4	-0.2	1%	2%[57.1 µM]	-1%	-1	2%	-0.3
8	O=C(COC(=O)c1cccnc1Cl)Nc1cc(S(=O)(=O)N2CCOCC2)ccc1Cl	14%	10	-0.2	-1%	-1%	-9%	2	-8%	0.0
9	CC(C)CCNC(=O)CSc1c2c(nc3ccc(Cl)cc13)CCCC2	2%	nt	-0.8	-2%	1%	-4%	-13	0%	-1.3
10	CSCC[C@H](NS(=O)(=O)c1ccc(C)cc1)C(=O)N1CCC(C(=O)N[C@@H](Cc2ccc(O)cc2)C(=O)O)CC1	3%	8	0.2	6%	-1%	20%	3	-5%	0.5
11	C[C@@H]1COC(=O)[C@@H](Cc2ccc(F)cc2)C/C=C\C[C@@H](CC(=O)NCCO)C(=O)N1	19%	nt	nt	-1%	7%	-18%	nt	-3%	nt
12	COc1cc2c(cc1OC)[C@H](Cc1ccc(O)cc1)NCC2	?	3	0.2	9%	0%[57.1 µM]	-16%	7	8%	-0.8
13	O=C(CNC(=O)c1nc[nH]c1C(=O)N1CCc2ccccc2C1)OCc1ccccc1	7%	9	-1.8	4%	-13%	16%	-4	-4%	0.3
14	CCN(CC)S(=O)(=O)c1cccc(C(=O)NCC2CCCO2)c1 (stereo unspecified)	18%	2	0.0	-1%	5%	-12%	-4	5%	0.1
15	COc1ccc(-c2sc3ccc(OC)cc3c2C#CCCO)cc1	-4%	1	0.1	-4%	12%	?	3	-1%	0.1
16	CN=C(NC#N)NCCSCc1nc[nH]c1C	1%[57.1 µM]	21	-0.2	-3%	5%[57.1 µM]	-9%	4	7%	0.7
17	O=C(O)c1ccccc1C(=O)c1cccs1	2%	1	0.2	-10%	-5%	-11%	-5	1%	0.3
18	Cc1ccc2oc(-c3ccc(NC(=O)CC(C)C)cc3)nc2c1	1%[57.1 µM]	1	0.4	-10%	11%[57.1 µM]	-2%	3	6%	1.5
19	C=CCNCC#CCOc1ccc(OC)cc1	-31%	-21	0.5	-15%	9%	2%	5	2%	0.8
20	CCCCCc1nnc(NC(=O)NS(=O)(=O)c2ccc(C)cc2)s1	-7%[57.1 µM]	-18	0.1	-6%	-8%[57.1 µM]	-10%	0	5%	0.4

(further entries)
entry	canonical_smiles	rTrxR1 inhibitor	D2 antag	TRHR agonist	Pin1 inhibitor	TrxR1 substrate	USP1 inh	TRHR PAM	IDH1 R132H inh	D2 agonist
21	Cc1nc2ccccn2c1/C(O)=C1\C(=O)C(=O)N(CCN2CCOCC2)C1c1cccs1 (stereo unspecified)	-5%	-7	0.6	-8%	4%	-14%	-1	1%	-0.3
22	Cc1c(/C=N/NC(N)=O)c2ccccn2c1C(=O)c1ccc(F)cc1	-4%	-16	-0.3	46%[activator]	-11%	-8%	11	-29%	2.1
23	CCOC(=O)c1c(NC(=S)N2CCOCC2)sc2c1CCN(C(=O)OCC)C2	-8%	1	0.2	10%	6%[57.1 µM]	-14%	-3	-14%	0.5
24	c1ccc(-c2nnc(CN3CCN(c4ccccn4)CC3)o2)cc1	10%	nt	0.7	8%	21%	1%	5	-2%	nt
25	Cc1cc(C)n2nc(SC(C)C(=O)Nc3ccccc3F)nc2n1 (stereo unspecified)	9%[57.1 µM]	nt	nt	1%	6%[57.1 µM]	-14%	nt	0%	nt
26	COc1ccc(CNC(=O)CCc2c(C)nn(-c3ccc(N4CCOCC4)nn3)c2C)cc1	5%[57.1 µM]	nt	-0.7	0%	2%[57.1 µM]	-7%	23	0%	nt
27	Cc1ccc(COC(=O)CCc2nc3ccccc3c(=O)[nH]2)cc1	-2%	15	-1.4	2%	-2%	-10%	-13	-1%	-0.8
28	Cc1cccc(OCCCC(=O)NCCc2ccccc2)c1	-13%	6	-0.5	-6%	-12%	-22%	-3	8%	-1.4
29	COCc1cc(C)nc(SCC[N+](C)(C)CC(=O)Nc2cccc(C)c2)c1C#N	17%[57.1 µM]	0	0.0	5%	7%[57.1 µM]	?	-2	6%	-1.5
30	O=C(/C=C/c1cccc(F)c1)Nc1nccs1	-10%[57.1 µM]	-5	0.1	-1%	-6%[57.1 µM]	-22%	2	-8%	5.4
31	C/C(=N/O)c1c(O)c(C)c(-c2ccccc2)n(-c2ccccc2)c1=O	11%	-3	0.3	0%	0%	-14%	3	-1%	-0.1
32	Cc1cc(Cl)ccc1NC(=O)CN1CCC(C(O)(c2ccccc2)c2ccccc2)CC1	19%[57.1 µM]	nt	0.8	-1%	6%[57.1 µM]	-25%	3	5%	nt
33	C#CCNC(=O)C1=C[C@H](C2CCCCC2)C[C@H](OCc2ccc(CO)cc2)O1	16%	1	-0.6	2%	5%[57.1 µM]	-20%	-2	-10%	0.4
34	CC(C)c1ccccc1NC(=O)C(Cc1c[nH]c2ccccc12)NC(=O)OC(C)(C)C (stereo unspecified)	2%	nt	-1.4	12%	2%	-14%	19	0%	-1.7
35	O=C(CNC(=O)c1cccc(F)c1)N/N=C/c1ccc(O)c([N+](=O)[O-])c1	-28%	9	-0.5	3%	-26%	-15%	-6	13%	-1.0
36	O=C(CCCSc1nc2ccccc2[nH]1)NC(c1ccccc1)c1ccccc1	0%	13	0.5	0%	-6%	-5%	-5	-8%	0.3
37	FC(F)(F)c1ccc2c(c1)ncc1c(-c3ccccc3)nn(-c3ccccc3)c12	-9%	nt	-0.8	-1%	-1%	-18%	19	-2%	0.1
38	CCCC(C)NC(=O)/C=C/c1cccc([N+](=O)[O-])c1 (stereo unspecified)	-1%[57.1 µM]	-3	0.5	0%	2%[57.1 µM]	-6%	1	-1%	-0.5
39	O=c1cc(CO)occ1OCc1cccc(F)c1	0%	3	0.8	-1%	-5%	-9%	0	3%	1.3
40	CCCCNS(=O)(=O)c1cc2c3c(c1)CCN3C(=O)CC2	24%	nt	0.1	-5%	-2%	-16%	-3	0%	nt

Overlap with the part before: 2 compounds, then new ones.
entry	canonical_smiles	rTrxR1 inhibitor	D2 antag	TRHR agonist	Pin1 inhibitor	TrxR1 substrate	USP1 inh	TRHR PAM	IDH1 R132H inh	D2 agonist
39	O=c1cc(CO)occ1OCc1cccc(F)c1	0%	3	0.8	-1%	-5%	-9%	0	3%	1.3
40	CCCCNS(=O)(=O)c1cc2c3c(c1)CCN3C(=O)CC2	24%	nt	0.1	-5%	-2%	-16%	-3	0%	nt
41	COc1cccc(C(=O)NNC(=O)C2CCCO2)c1 (stereo unspecified)	17%	-19	0.2	0%	14%	-7%	0	13%	0.6
42	CCc1cccc(OCCCCNCCO)c1	-35%	4	0.4	-1%	8%	-29%	2	10%	-0.8
43	Cc1cccc2cc(COC(=O)c3cccs3)c(=O)[nH]c12	-1%[57.1 µM]	-4	-0.4	-2%	5%[57.1 µM]	0%	1	2%	-1.2
44	CCCCn1c(-c2cc(Cl)ccc2OC)n[nH]c1=S	-5%	11	0.0	-6%	3%	-5%	1	6%	0.1
45	CC(C)Oc1ccccc1C1Nc2ccccc2C(=O)N1c1ccc2c(c1)OCCO2 (stereo unspecified)	5%	7	-0.1	?	24%	-6%	-5	0%	-2.8
46	O=S(=O)(c1cccc(Cn2nnc(-c3ccc(F)cc3)n2)c1)N1CCOCC1	-10%	12	0.5	-3%	-13%	-3%	-8	-1%	0.9
47	O=C(CSc1nc2ccccc2c(=O)[nH]1)Nc1ccc(Br)cc1	31%	11	1.3	1%	5%	-23%	0	18%	1.0
48	O=C1CC(c2ccco2)Sc2nc3ccccc3n21 (stereo unspecified)	13µM*	0	-0.4	?	3%	-14%	-1	-5%	-0.9
49	O=C(c1c(F)cccc1F)N1CCC(O)(c2ccc(F)cc2)CC1	15%	-8	0.4	-1%	4%	-12%	-6	-1%	1.1
50	Cc1c(Cl)cnc(NC(=O)COC(=O)CNC(=O)c2ccccc2)c1Cl	-3%	nt	nt	-16%	-5%	-21%	nt	-2%	nt
51	CN(C(=O)CCN1CCCO1)C1CCCN(Cc2ccccc2F)C1 (stereo unspecified)	29%	1	0.0	-2%	11%	-20%	-1	-1%	0.4
52	CC(C)c1ccc(Nc2sc(C(=O)c3ccccc3)c(N)c2S(=O)(=O)c2ccccc2)cc1	26%[57.1 µM]	nt	0.4	21%	3%[57.1 µM]	-34%	-12	-21%	1.2
53	COCCNC(=O)C(c1ccc(C)o1)N(Cc1ccc(F)cc1)C(=O)Cn1nnc2ccccc21 (stereo unspecified)	-10%	nt	0.3	-3%	0%	-18%	-8	4%	nt
54	CCCNS(=O)(=O)c1ccc2c(c1)CCCN2C(C)=O	-3%	-43	0.5	-5%	-2%	3%	0	10%	-0.5
55	Cc1cccc(N(Cc2ccccc2)C(=O)c2cccc(S(=O)(=O)N3CC(C)OC(C)C3)c2)c1 (stereo unspecified)	15%	5	-1.0	?	-9%	-12%	-6	1%	-1.7
